Assay outcomes deposited in PubChem by National Center for Advancing Translational Sciences (NCATS).
FLuc modulator = qHTS profiling assay for firefly luciferase inhibitor/activator using purifed enzyme and Km concentrations of substrates (counterscreen for miR-21 project). Luciferin 4-monooxygenase (Photinus pyralis), P08659. purified FLuc, Km substrates, luminescence inhibition. Potency, µM (titrated, usually from 57.5 µM), for the others: at the top dose activity change, negative = inhibition, hits mostly inhibitors. 360,000 tested, 6.9% active;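 note: potency is the fitted concentration of half-maximal effect; plate controls were vehicle for no effect and reference inhibitor for full effect; nearly all actives have a fitted effect of over 55% in size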
Target sequence (P08659 whole entry, looked up): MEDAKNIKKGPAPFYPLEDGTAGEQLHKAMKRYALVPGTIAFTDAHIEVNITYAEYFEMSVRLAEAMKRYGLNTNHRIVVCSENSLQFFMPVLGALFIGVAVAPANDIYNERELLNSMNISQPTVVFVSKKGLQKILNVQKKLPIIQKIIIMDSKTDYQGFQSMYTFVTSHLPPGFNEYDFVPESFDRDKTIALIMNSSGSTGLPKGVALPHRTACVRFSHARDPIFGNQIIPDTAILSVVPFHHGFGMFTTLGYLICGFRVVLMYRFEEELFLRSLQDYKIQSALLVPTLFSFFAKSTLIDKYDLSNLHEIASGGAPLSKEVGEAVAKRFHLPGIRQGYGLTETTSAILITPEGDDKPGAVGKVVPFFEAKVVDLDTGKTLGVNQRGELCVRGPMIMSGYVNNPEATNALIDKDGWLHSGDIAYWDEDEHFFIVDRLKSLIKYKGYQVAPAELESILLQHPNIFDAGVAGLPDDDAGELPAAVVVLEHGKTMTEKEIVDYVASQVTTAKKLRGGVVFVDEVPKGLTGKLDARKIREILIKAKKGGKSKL
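Purified P. pyralis luciferase (10nM final) with 10uM D-luciferin and 10uM ATP (Km levels) in 50mM Tris acetate pH 7.5, 10mM Mg acetate, 0.01% Tween-20, 0.05% BSA; qHTS 6-point titration, ~60 µM downward; luminescence read.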
p53 reactivator = qHTS assay for re-activators of p53 using a Luc reporter. Potency, µM (titrated, usually from 92.2 µM), for inactives: at the highest dose activity change, positive = activation, usual class: activators. 320,000 tested, 0.063% active. H1299 p53-A138V BP100-luciferase reporter, luminescence, 24 h. AID 504706, 2011; note: potency is the fitted concentration of half-maximal effect; % of control where 0% means no effect; nearly all actives have a fitted effect of over 45% in size
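p53-null H1299 cells stably carrying temperature-sensitive p53-A138V and a BP100-luciferase reporter were pinned with compounds (4-point, 1:5 series) and held 24 hrs at 37 deg C. Luminescence was read 10 min after detection reagent.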
PKM2 activator = qHTS Assay for Activators of Human Muscle isoform 2 Pyruvate Kinase; Potency, µM (doses to about 57.5 µM), without a hit: at the top dose activation, hits mostly activators; 260,000 tested, 0.34% active; purified PKM2, Kinase-Glo ATP luminescence, activation; response scale: 0% is enzyme alone, no compound; AID 1631, 2009; note: potency is the fitted concentration of half-maximal effect; % is set by controls: 0 for no effect and ±100 for the full control effect; nearly all actives have a fitted effect of over 55% in size
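Kinase-Glo luminescence reports ATP generated from ADP (0.1 mM) and PEP (0.5 mM) by purified hPK-M2 after 1 h at room temperature, pH 7.2 imidazole buffer; intermediate enzyme activity allows detecting inhibitors and activators.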
Giardia killer = Small Molecules that selectively kill Giardia lamblia: qHTS. Giardia lamblia trophozoite viability. activity change, % at 7.66 µM, hits read low. 340,000 tested, 0.15% active; in the data active = activity change below about -80%; inconclusive = between about -30% and that limit;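 note: parasites exposed to compound for two days anaerobically before the ATP read; % is set by controls: 0 for no effect and ±100 for the full control effect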
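Each well holds 100 Giardia trophozoites and compound. After two days (48 hrs) at 37 deg C in anaerobic conditions, ATP is quantified by luminescence.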
NPC1 prom act = qHTS Assay for NPC1 Promoter Activators; Huh7 NPC1 promoter luciferase reporter, 24 h; Potency, µM (titrated, usually from 9.22 µM), inactives show at the top dose activation, usual class: activators; 320,000 tested, 2.4% active; AID 485313, 2010;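 note: potency is the fitted concentration of half-maximal effect; % of control where 0% means no effect; nearly all actives have a fitted effect of over 60% in size; reporter is driven by a mutant NPC1 promoter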
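Stably transfected Huh7 (NPC1 promoter→luciferase), 1500 cells/well in Opti-MEM + 10% FBS, 2 h settle, then compound 24 h at 37 °C. Luminescence after 10 min with Amplite reagent.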
BRCA1 expr up = qHTS Assay to Identify Small Molecule Activators of BRCA1 Expression. Potency, µM (doses to about 46.1 µM), inactives show at the top dose activation, actives largely listed as activators. 380,000 tested, 1.1% active. MCF7-BRCA1-FFLuc reporter, luminescence, 48 h; response scale: scaled: vehicle 0%, 10 µM genistein 100%. AID 624202, 2012; note: potency is the fitted concentration of half-maximal effect; nearly all actives have a fitted effect of over 80% in size; some results filed as inactive show a strong effect at the top dose
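48 h compound treatment of MCF7-BRCA1-FFLuc cells (phenol-red free MEM, 37 °C), then 15 min with luciferase substrate and luminescence imaging.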
Menin MLL FP TR = qHTS Assay for Inhibitors Targeting the Menin-MLL Interaction in MLL Related Leukemias: Competition With Texas Red Labeled MLL-derived Mutant Peptide. AID 1768, 2009. Potency, µM (doses to about 61.6 µM), for inactives: at the top dose FP activity change, negative = inhibition, most hits filed as inhibitors. Menin + Texas Red MLL mutant peptide, fluorescence polarization. 270,000 tested, 0.23% active. O00255; active = well fitted inhibition curve with a large enough effect in the polarisation, with a control signal flat, not every such curve was filed as active; inconclusive = small, poorly fitted or top-dose-only effect, or effect the other way, or a change in a side signal; inactive = no such curve, though single readings can be large or run the other way; the % refers to the polarisation; note: potency is the fitted concentration of half-maximal effect; % of control where 0% means no effect; many of its hits are not listed in these tables
RORgamma inh = qHTS for inhibitors of ROR gamma transcriptional activity | Drosophila S2 Gal4-RORgamma UAS-luciferase reporter, 20 h | 310,000 tested, 5.4% active | Potency, µM (top dose mostly 53.6 µM), for the others: at the highest dose activity change, negative = inhibition, usual class: inhibitors | AID 2551, 2010; note: potency is the fitted concentration of half-maximal effect; % is set by controls: 0 for no effect and ±100 for the full control effect; nearly all actives have a fitted effect of over 60% in size
Target sequence (P51450 whole entry, looked up, the tested form may be a part): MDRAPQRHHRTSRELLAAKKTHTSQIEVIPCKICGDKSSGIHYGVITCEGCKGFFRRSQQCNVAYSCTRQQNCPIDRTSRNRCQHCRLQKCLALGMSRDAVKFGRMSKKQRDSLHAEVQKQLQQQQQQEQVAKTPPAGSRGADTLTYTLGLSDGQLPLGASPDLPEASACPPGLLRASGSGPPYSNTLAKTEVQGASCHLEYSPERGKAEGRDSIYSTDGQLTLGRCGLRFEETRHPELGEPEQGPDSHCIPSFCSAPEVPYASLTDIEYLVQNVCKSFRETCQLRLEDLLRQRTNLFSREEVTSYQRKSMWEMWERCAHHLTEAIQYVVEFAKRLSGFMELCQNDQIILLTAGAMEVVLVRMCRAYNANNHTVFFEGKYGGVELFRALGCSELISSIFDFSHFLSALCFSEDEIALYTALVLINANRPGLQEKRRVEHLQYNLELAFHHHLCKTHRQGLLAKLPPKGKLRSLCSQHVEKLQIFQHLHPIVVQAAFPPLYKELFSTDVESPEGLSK
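In this cell-based reporter format, copper sulfate (700 uM final) drives Gal4–ROR gamma fusion expression from a metallothionein promoter in Drosophila Schneider cells; compounds preincubated 1 hr, reporter read after 20 hr at ambient temperature.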
Gal4-VP16 FLuc = VP16 counterscreen qHTS for inhibitors of ROR gamma transcriptional activity. Drosophila S2 Gal4-VP16 UAS-luciferase, luminescence, 20 h. Potency, µM (top dose mostly 53.6 µM), inactives show top-dose activity, negative = inhibition, most hits filed as inhibitors. 310,000 tested, 3.5% active. AID 2546, 2010;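 note: Gal4-VP16 expression switched on by copper sulfate through the metallothionein promoter; potency is the fitted concentration of half-maximal effect; % is set by controls: 0 for no effect and ±100 for the full control effect; nearly all actives have a fitted effect of over 50% in size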
Rab9 prom act = qHTS Assay for Rab9 Promoter Activators; Huh7 Rab9 promoter-luciferase reporter, luminescence, 24 h; Potency, µM (series often up to 9.22 µM), for the others: at the top dose activation, negative = inhibition, usual class: activators; 320,000 tested, 2.8% active; note: potency is the fitted concentration of half-maximal effect; % of control where 0% means no effect; nearly all actives have a fitted effect of over 60% in size
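Cell-based reporter: Huh7 stable for Rab9 promoter-driven luciferase, plated in reduced-serum medium with 10% FBS at 1500 cells/well, compound-treated 24 h at 37 °C, luminescence read after 10 min reagent.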
ELG1 genotoxic = qHTS screen for small molecules that induce genotoxicity in human embryonic kidney (HEK293T) cells expressing luciferase-tagged ELG1; HEK293T ELG1-luciferase reporter, luminescence, 16 h; Potency, µM (doses to about 46 µM), without a hit: at the highest dose activity change, positive = activation, actives largely listed as activators; 330,000 tested, 1.3% active; AID 504466, 2011; note: potency is the fitted concentration of half-maximal effect; % of control where 0% means no effect; nearly all actives have a fitted effect of over 60% in size
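ELG1-luciferase HEK293T cells, 2,000/well; compound pinned in; 16 hr, 37 °C, 5% CO2; ONE-Glo, 30 min RT; luminescence on CCD imager.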
An asterisk follows results filed as active; ? = inconclusive; . = not tested or not shown; [ ] = dose if it differs, or a comment. Unless noted, calls come from the whole dose curve; as a rule, active = well fitted curve in the direction sought with a large enough effect; inconclusive = small, poorly fitted or top-dose-only effect, or another doubt; inactive = no such curve, though single readings can be large; an effect the other way counts as inactive or inconclusive.

Fields – FLuc modulator | p53 reactivator | PKM2 activator | Giardia killer | NPC1 prom act | BRCA1 expr up | Menin MLL FP TR | RORgamma inh | Gal4-VP16 FLuc | Rab9 prom act | ELG1 genotoxic
1	Cc1nn(-c2ccc(F)cc2)c2sc(C(=O)O)cc12
→ ? | 15.8% | -7.4% | 13.8 | -2.7% | -1.7% | 6.8% | -18.1% | 0.0% | 0.3% | -3.1%
2	Cc1ccc(N=C2NC(=O)CC(C(=O)Nc3ccc4c(c3)OCO4)S2)cc1 (configuration not stated)
→ 0.7% | -1.3% | . | 17.1 | -2.9% | -2.9% | ? | 31.8% | -19.4% | 0.7% | -0.3%
3	CCOc1ccccc1NC(=O)CSc1nnc(NC(=O)c2ccco2)s1
→ ? | 5.7% | -0.8% | -1.6 | -0.8% | 18.1% | 1.5% | 14.5% | -7.2% | -2.3% | 3.7%
4	CCOc1ccc(CCNC(=O)C2=C(C)C(=O)OC23CCCCC3)cc1OCC
→ -3.3% | -5.0% | -1.3% | 37.6[activator] | -0.8% | -3.6% | -1.0% | 30.4% | 3.7% | -7.4% | -12.7%
5	CC(Sc1nnc(NCc2ccccc2)s1)C(=O)Nc1ccc2c(c1)C(=O)c1ccccc1C2=O (configuration not stated)
→ ? | 21.2% | -1.1% | 8.7 | ? | 103.7% | ? | -27.2% | -9.2% | ? | 8.1%
6	COc1ccc(OC)c(-c2csc(NC(=O)Cc3cc(OC)c(OC)c(OC)c3)n2)c1
→ 3.7% | 2.9% | 0.9% | 4.1 | -7.8% | -24.7% | -17.6% | ? | -27.1% | -3.5% | -21.0%
7	CCN(CC(=O)Nc1ccc(NC(C)=O)cc1)C(=O)/C=C/c1cccs1
→ -0.6% | -3.5% | -7.5% | 15.9 | 1.7% | -14.1% | -0.9% | -4.1% | 1.0% | -2.0% | 1.2%
8	COc1ccc(NC(=O)CSCc2ccccc2C)cc1
→ ? | ? | 0.4% | ? | 16.9% | 4.7% | 4.8% | 25.5% | ? | 25.3% | ?
9	COc1cc(C2C3=C(CC(C)(C)CC3=O)NC3=C2C(=O)c2ccccc23)ccc1O (configuration not stated)
→ -2.9% | -1.6% | 0.9% | ? | -4.6% | -7.6% | -17.0% | 18.6% | 0.1% | -3.5% | -0.6%
10	CCOc1ccc(NC(=O)CCC(=O)c2ccc(F)cc2)cc1
→ 0.0% | -9.1% | -1.1% | 32.6[activator] | 3.1% | -7.1% | 10.5% | 22.0% | -0.3% | -0.8% | 5.0%
11	CC1CCC2(CC1)NC(=O)N(CC(=O)c1ccc(CNC(=O)C(C)(C)C)s1)C2=O (configuration not stated)
→ . | -10.6% | . | -6.2 | 0.5% | 1.0% | . | . | . | -1.6% | 0.8%
12	CN(/N=C/c1ccco1)C1=NS(=O)(=O)c2ccccc21
→ -1.2% | -4.2% | 2.6% | -15.4 | -6.8% | 35.7% | -26.5% | -2.7% | -11.8% | 1.6% | -1.9%
13	Cc1nc(NC(=O)C2CC2)sc1C(=O)Nc1ccccc1
→ -15.3% | 29.0% | 2.7%[11.5 µM] | -4.9 | 0.8% | 11.7% | 6.8% | ? | 15.3% | 3.5% | 3.4%
14	COc1ccccc1N1CCN(C(=O)C2Cc3ccccc3CN2C(=O)c2ccco2)CC1 (configuration not stated)
→ 3.0% | -5.4% | . | 17.4 | -3.0% | -24.3% | . | . | . | -7.0% | -1.1%
15	COc1ccc(C)cc1NC(=O)CNC(=O)[C@@H]1Cc2ccccc2CN1
→ -0.3% | -2.5% | -1.5% | 12.5 | 1.4% | 3.9% | 6.3% | -10.3% | -1.7% | -3.3% | 0.0%
16	O=C(CSc1nnc2c(n1)[nH]c1ccccc12)Nc1nncs1
→ -16.0% | 9.8% | . | -1.3 | 2.0% | -20.7% | -19.5% | 10.0% | -3.2% | 3.5% | -0.8%
17	CN1C(=O)c2ccc(C(=O)Nc3ccc4c(c3)OCO4)cc2C1=O
→ 2.39µM* | 12.4% | -18.1% | 10.5 | 14.7% | 56.8% | . | 34.5% | -13.6% | 12.2% | ?
18	O=C(CN1CCCCC1)Nc1cccc(Br)c1
→ -6.0% | 7.1% | 5.9% | -0.9 | -2.8% | 39.2% | 12.2% | 31.7% | 1.6% | 1.1% | 12.8%
19	COc1ccc(OCCn2c(=N)n(CCO)c3ccccc32)cc1
→ 2.8% | -7.5% | -1.7% | 8.8 | -6.4% | -17.0% | -8.3% | 6.1% | 3.7% | 15.5% | -3.3%
20	Cc1cc2oc(=O)cc(CNc3ccccc3F)c2cc1O
→ -2.5% | -0.2% | . | 29.3 | -3.0% | -23.3% | ? | 41.9% | ? | -8.0% | 0.1%
21	CCCn1cc(C(=O)N(C)C2CCCN(Cc3ccccc3F)C2)c(C)n1 (configuration not stated)
→ 4.0% | 12.6% | 4.2% | 3.3 | 4.8% | -1.8% | . | -21.8% | 0.7% | 0.9% | 1.4%
22	Cc1ccc(C)c(SCC(=O)OCC(=O)NCCNC(=O)COC(=O)CSc2cc(C)ccc2C)c1
→ -2.4% | -1.5% | . | 3.7 | 0.2% | -12.7% | . | . | . | 2.5% | 1.6%
23	C=CCOC(=O)C1=C(C)NC(=O)NC1c1cc(Cl)cc(Cl)c1OC (configuration not stated)
→ -3.6% | -12.7% | ? | 23.5 | -2.5% | -23.7% | -19.2% | 15.3% | -5.0% | -6.4% | -1.1%
24	COc1cc(OC)cc(C(=O)NCc2ccc3c(c2)cc(C)n3C)c1
→ -16.3% | -1.7% | 0.4% | -15.8 | -1.7% | -20.1% | ? | 9.0% | 0.1% | -6.8% | -2.7%
25	C=CCC1CCCC(=O)N2CC[C@H](O)C12 (some centres not stated)
→ 2.8% | 6.1% | -4.6% | -19.2 | 0.0% | 9.9% | 3.7%[138 µM] | -13.9%[96.6 µM] | 8.7%[96.6 µM] | -3.0% | 2.7%
26	CC1(c2ccc(OC(F)F)cc2)NC(=O)N(CC(=O)c2ccc3c(c2)OCO3)C1=O (configuration not stated)
→ -17.5% | -4.1% | . | 11.5 | -1.3% | -16.0% | . | . | . | -1.6% | 7.6%
27	N#C/C(=C\c1ccc(OCc2ccccc2)cc1)C(N)=O
→ ? | 9.6% | 3.7% | 2.6 | ? | ? | 7.2% | -0.3% | -8.3% | ? | ?
28	CCOC(=O)CCCNC(=O)CCCNC(=O)C(c1ccccc1)c1ccccc1
→ -3.4% | 2.3% | -6.7% | -11.8 | -2.8% | -2.4% | -16.2% | -2.3% | -3.9% | 6.5% | -2.8%
29	Cc1ccc(-n2c([O-])nc(-[n+]3ccccc3)c2C=O)cc1
→ 4.6% | -0.6% | -2.2% | -7.5 | -3.6% | -5.6% | ? | 23.4% | -16.2% | 0.0% | -3.2%
30	CCC1CCCN1Cn1cnc2c([nH]c3ccc(Cl)cc32)c1=O (configuration not stated)
→ 2.0% | 2.8% | -1.5% | -3.1 | -1.3% | 6.1% | 1.7% | -4.5% | 1.0% | -3.6% | -0.9%
31	CC(C)(C#N)NC(=O)C(=O)c1c(-c2ccccc2)cc2ccccn12
→ -0.3% | -2.5% | -4.0% | -12.0 | 0.4% | 4.6% | . | -0.6% | 5.2% | -0.5% | -2.4%
32	CC1Cc2ccccc2N1CC(=O)Nc1ccc2c(c1)OCO2 (configuration not stated)
→ 0.2% | -3.3% | -1.8% | 7.5 | -1.4% | -37.2% | . | -10.3% | 3.5% | -9.7% | -6.5%
33	O=C(c1ccc(Cl)cc1)c1c[nH]c(C(=O)C(Cl)(Cl)Cl)c1
→ ? | -0.2% | 3.1% | 9.6 | 5.5% | 16.0% | -0.2% | -25.6% | -2.8% | -8.4% | -1.5%
34	COc1ccc(CCNC(=O)Nc2ccc(F)cc2F)cc1OC
→ 6.5% | -8.6% | . | -27.7 | -5.2% | 2.9% | ? | -12.5% | -7.5% | -6.3%[1.84 µM] | -1.7%
35	CCOc1[nH]n(-c2ccccc2)c(=O)c1C=NCc1cccnc1
→ -3.9% | -3.2% | -17.6% | 5.4 | 4.2% | -28.1% | 11.2% | -42.8% | -3.6% | 5.5% | -1.4%
36	Cc1cc(Cl)ccc1OC(C)C(=O)Nc1ccc(C(=O)Nc2ccccc2C(=O)O)cc1 (configuration not stated)
→ -4.8% | -15.2% | -2.2% | 10.6 | 1.3% | -29.8% | . | ? | -9.4% | -1.1% | -16.2%

A portion of the library; the hit share may differ from the screen's.
